ERp5 block = ERp5 (human) disulfide isomerase inhibition. Q15084. ERp5 insulin aggregation, absorbance 650 nm, 90 min. inhibition, % at 9.99 µM. actives 0.05% (n = 350,000);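 active = mean replicate inhibition above about 25%, with every replicate also reaching it, limit read from the data, passing the limit was not always enough; inconclusive = only one of those two criteria met; inactive = neither criterion met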
SIRT5 inh = blocks human SIRT5 desuccinylation of peptide; actives 1.1% (n = 330,000); Purified SirT5, succinyl-peptide AMC, trypsin-coupled fluorescence; inhibition, % at 15 µM; AID 652115; in the data active = inhibition above about 15%; inconclusive = no clear call, values can overlap the other calls
Target sequence (Q9NXA8 whole entry, looked up): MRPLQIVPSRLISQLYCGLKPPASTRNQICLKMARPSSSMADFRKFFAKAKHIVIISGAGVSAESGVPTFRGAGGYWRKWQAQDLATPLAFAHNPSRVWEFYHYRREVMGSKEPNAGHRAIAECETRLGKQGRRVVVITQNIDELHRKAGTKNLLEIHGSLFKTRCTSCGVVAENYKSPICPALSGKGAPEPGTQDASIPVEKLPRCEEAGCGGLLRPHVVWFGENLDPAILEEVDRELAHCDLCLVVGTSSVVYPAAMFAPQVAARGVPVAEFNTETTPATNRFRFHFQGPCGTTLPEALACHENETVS
PglD DTNB = inhibitors of Campylobacter jejuni PglD acetyltransferase; actives 0.098% (n = 360,000); AID 602405; purified PglD enzyme, DTNB colorimetric CoA detection; inhibition, % at 12.5 µM; in the data active = inhibition above about 16%, passing the limit was not always enough; inconclusive = no clear call, values can overlap the other calls; note: strong numbers were not always called active
DENV2 CPE = protects cells from dengue virus 2 cytopathic effect | DENV2-infected cells, cytopathic effect rescue, plate reader | CPE inhibition, % at 9.99 µM | actives 1.7% (n = 350,000) | AID 651640; in the data active = CPE inhibition above about 20%, passing the limit was not always enough; inconclusive = no clear call, values can overlap the other calls; tested in BHK-21 cells;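 note: 0% = median of neutral control wells and 100% = median of positive control wells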
C2C12 statin = suppression of simvastatin myotoxicity; C2C12 myotubes + simvastatin, ATP luminescence, 48 h; scaled: DMSO 0, geranylgeraniol control 100; actives 0.78% (n = 330,000); rescue of ATP level, % at 7.49 µM;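 active = mean ATP rescue above about 67%, or every replicate alone reaching that limit, limit read from the data, passing the limit was not always enough; inconclusive = no clear call, values can overlap the other calls; inactive = mean under the limit and some replicate under it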;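 note: myotubes were challenged with 10 µM simvastatin during compound exposure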
E-sel inducer = E-selectin induction on HUVECs | actives 0.37% (n = 260,000) | HUVEC E-selectin immunofluorescence imaging; normalized: neutral wells 0, TNF-alpha wells 100 | P16581 | activation, % at 7.58 µM;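 active = mean E-selectin-positive cell signal at least 10% of the positive control, reached in at least 60% of replicates, without over 20% cell loss; inconclusive = no rule given, readout overlaps actives, possibly toxicity-flagged; inactive = the rest, including those meeting only one limit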;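 note: in these data hits start at about 27%; measured in HUVEC primary endothelial cells; signal is the percent of cells scored E-selectin positive by PE staining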
Target sequence (P16581 whole entry, looked up): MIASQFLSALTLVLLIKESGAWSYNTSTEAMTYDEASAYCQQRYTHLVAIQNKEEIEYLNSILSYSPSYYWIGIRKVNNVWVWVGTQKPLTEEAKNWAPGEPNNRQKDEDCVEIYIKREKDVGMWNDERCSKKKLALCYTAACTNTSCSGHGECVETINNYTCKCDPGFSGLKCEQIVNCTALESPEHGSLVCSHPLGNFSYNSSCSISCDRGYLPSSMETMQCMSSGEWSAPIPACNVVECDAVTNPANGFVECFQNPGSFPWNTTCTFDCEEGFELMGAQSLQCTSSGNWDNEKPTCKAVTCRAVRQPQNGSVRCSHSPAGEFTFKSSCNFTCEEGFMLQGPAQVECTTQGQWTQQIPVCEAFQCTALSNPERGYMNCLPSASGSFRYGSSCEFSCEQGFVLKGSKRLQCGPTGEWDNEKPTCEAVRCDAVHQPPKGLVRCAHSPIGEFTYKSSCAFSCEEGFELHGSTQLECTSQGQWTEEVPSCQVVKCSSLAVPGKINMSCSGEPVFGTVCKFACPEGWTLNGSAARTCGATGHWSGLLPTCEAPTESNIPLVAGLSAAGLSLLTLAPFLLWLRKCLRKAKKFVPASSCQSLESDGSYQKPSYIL
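Read-out: % PE-positive cells | Test system: HUVEC | Doses: One compound dose added by pin transfer | Buffer or medium: EGM-2 over gelatin coat | Signal: Immunofluorescence imaging | Benchmarks: TNF-alpha, DMSO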
S100A4 MyoIIA = inhibitors of human S100A4 binding to myosin IIA peptide. P26447. S100A4/TAMRA-MyoIIA peptide fluorescence polarization. inhibition, % at 10.7 µM. actives 0.14% (n = 360,000);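 active = mean inhibition of at least 70% across replicates, with every replicate also reaching that level; inconclusive = mean inhibition reaches 70% but some replicates fall short; inactive = mean inhibition below 70%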
Target sequence (P26447 whole entry, looked up): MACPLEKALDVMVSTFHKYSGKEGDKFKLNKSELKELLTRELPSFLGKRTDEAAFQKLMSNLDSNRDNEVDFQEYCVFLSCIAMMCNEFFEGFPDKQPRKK
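Material: S100A4 monomer protein | Medium: HEPES pH 7.2 with CaCl2, KCl, NaCl, DTT, Triton | Reagent: Labelled myosin peptide probe, 5 nM | Doses: One dose per compound | Times: 5 min incubation before reading | Benchmarks: Neutral control DMSO, positive control TFP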
* hit, by the source's call; u = inconclusive; x = no result given. An excerpt (hit frequency here may not be typical).

SMILES	ERp5 block	SIRT5 inh	PglD DTNB	DENV2 CPE	C2C12 statin	E-sel inducer	S100A4 MyoIIA
CCCCc1ncc(CN2CCN(Cc3ccc(C)cc3)C(CCO)C2)[nH]1 (configuration not stated)	5	-2	-3	-3	6	-0.5	-2
COc1ccc(N(C(=O)Cc2cccs2)C2C=CS(=O)(=O)C2)cc1 (configuration not stated)	6	-2	2	-3	5	-2.1	-8
COc1ccc(C(=O)NC(=S)Nc2ccc(NC(=O)c3ccco3)cc2)cc1[N+](=O)[O-]	2	x	-7	-2	x	0.5	-7
COc1cccc(CNc2ccc3c(c2)ncn3C)c1OC	-2	-1	-1	4	6	x	1
Cc1ccc(S(=O)(=O)N2CC(O)CC2C(=O)OCC(=O)Nc2ccc([N+](=O)[O-])cc2C(F)(F)F)cc1C (configuration not stated)	4	-3	-2	-7	3	2.7	-8
CCOC(=O)c1cc(-c2sc(NC(=O)c3ccccc3)nc2C)n(CCO)n1	2	0	x	-3	4	8.3	0
O=C(N/N=C/c1cn(-c2ccccc2)nc1-c1cc2ccccc2o1)c1cccnc1	3	-4	x	0	x	x	3
COc1ccccc1CCNC(=O)CCNS(=O)(=O)c1ccc(NC(C)=O)cc1	2	-2	-9	1	1	-1.3	4
COc1ccc(OC)c(C(c2nnnn2Cc2ccco2)N2CCN(C)CC2)c1 (configuration not stated)	0	-2	x	-2	x	x	1
C[C@@H]1CN([C@H](C)CO)S(=O)(=O)c2ccc(C#Cc3ccc(F)cc3)cc2O[C@@H]1CN(C)C(=O)NC1CCCCC1	0	19*	2	8	40	-4.2	-23
COc1ccccc1CNC(=S)NCc1ccc(Cl)cc1	3	0	7	3	-6	-0.6	2
O=[N+]([O-])c1ccc(/C=N/N2CCN(c3ccncc3S(=O)(=O)N3CCCCC3)CC2)cc1	5	0	x	x	x	x	-2
COCC(=O)N(C)C[C@@H]1Oc2ncc(C#Cc3cccnc3)cc2C(=O)N([C@@H](C)CO)C[C@H]1C	10	2	3	-3	7	0.4	-10
CCCC(=O)NC(c1ccc(OC)cc1)c1c(O)ccc2ccccc12 (configuration not stated)	-1	-6	4	-4	-36	0.5	-4
O=C(O)Cn1cnc2c(=S)nc[nH]c21	5	0	4	-4	4	3.9	-2

3 compounds from above, limited to S100A4 MyoIIA and ERp5 block:
| SMILES | S100A4 MyoIIA | ERp5 block |
| --- | --- | --- |
| COc1ccc(C(=O)NC(=S)Nc2ccc(NC(=O)c3ccco3)cc2)cc1[N+](=O)[O-] | -7 | 2 |
| COc1cccc(CNc2ccc3c(c2)ncn3C)c1OC | 1 | -2 |
| Cc1ccc(S(=O)(=O)N2CC(O)CC2C(=O)OCC(=O)Nc2ccc([N+](=O)[O-])cc2C(F)(F)F)cc1C (configuration not stated) | -8 | 4 |

Carrying on.
SMILES	ERp5 block	SIRT5 inh	PglD DTNB	DENV2 CPE	C2C12 statin	E-sel inducer	S100A4 MyoIIA
CC1CCCCC12NC(=O)N(CC(=O)Nc1ccc(N3CCOCC3)cc1)C2=O (configuration not stated)	3	16*	x	u	x	x	0
C[C@H](O)C#Cc1ccc2c(c1)O[C@H](CN(C)Cc1ccccc1)[C@H](C)CN([C@H](C)CO)S2(=O)=O	-3	-3	1	14	-16	-0.1	-16
COc1cc(C)ccc1OCc1cc(C(=O)N(Cc2nccn2C)C(C)C)no1	-12	-2	-3	19	17	x	1
O=Cc1cn(CC(=O)N2CCOCC2)c2ccccc12	2	1	1	1	12	x	0
O=C(C[C@H]1CC[C@@H]2[C@H](COC[C@@H](O)CN2CCC(F)(F)F)O1)NCC1CC1	2	-2	2	-7	-1	0.3	0
Fc1ccccc1NC(=S)NCc1ccc(Cl)cc1	5	9	-5	-8	16	x	3
COc1ccccc1NC(=O)NC1(C(=O)N2CCC(C)CC2)CCCCC1	3	-2	-3	8	7	-0.2	-9
CNc1cncc(-c2ccccc2CO)n1	-1	x	-3	-2	-4	-0.8	-2
CCS(=O)(=O)N1CC2(C1)[C@H](c1ccccc1)[C@H](CO)N2C(=O)c1ccccc1	4	2	x	-7	x	0.0	6
CCCN1CCN(CC(=O)NCC(=O)Nc2cccc(C)c2C)CC1	0	0	1	-4	7	-0.2	-1
Cc1ccc(C2NC(=O)c3n[nH]c(C)c32)cc1 (configuration not stated)	-5	1	x	-7	x	-0.1	-1
O=C(C[C@@H]1CC[C@@H]2[C@H](COC[C@@H](O)CN2C(=O)Nc2cccc(F)c2)O1)NCc1ccccc1Cl	-2	-3	1	0	-1	0.1	-3
COCCNCC(O)CON=C1c2ccccc2-c2ccccc21 (configuration not stated)	1	-2	x	-5	x	-2.5	-3
COc1ccc(CN2CCNC(=O)C2CC(=O)N(C)CC2CCOCC2)c(F)c1 (configuration not stated)	3	0	1	3	x	0.0	-3
COc1ccc(NC(=O)c2ccc(COCC(F)(F)C(F)F)cc2)cc1	2	4	x	2	x	x	6
COC(=O)c1sc(NC(=O)c2c(-c3ccccc3)noc2C)nc1C	-1	-10	-5	u	40	-0.4	6
Cc1cc(=O)[nH]c(N/N=C/c2ccc(Cl)cc2Cl)n1	3	-4	-2	7	7	0.1	-3
O=C(NCC1CC1)[C@@H]1[C@@H](CO)[C@@H]2Cn3c(cccc3=O)[C@H]1N2C(=O)c1ccc(F)cc1	-3	4	1	u	-7	-0.4	3
COc1ccc(C)cc1NC(=O)C1CCCN(S(=O)(=O)c2ccc(-n3cnnn3)cc2)C1 (configuration not stated)	-5	-5	1	-4	-3	1.1	-2
CCOC(=O)CNS(=O)(=O)Cc1ccccc1	-8	x	-7	3	6	0.0	-1
C[C@H](CO)N1C[C@H](C)[C@@H](CN(C)S(=O)(=O)c2ccc(F)cc2)Oc2ccc(NC(=O)CCC(F)(F)F)cc2CC1=O	4	-3	0	6	22	0.1	-11
Cc1ccc(-c2ocnc2C(=O)N2CCN(C(=O)c3cccs3)CC2)cc1	4	2	9	6	-13	x	3
C[C@@H]1CN([C@H](C)CO)C(=O)c2cc(Br)cnc2O[C@H]1CN(C)S(=O)(=O)c1ccccc1	-2	-1	8	-9	-10	-0.2	0
CCOC(=O)C(C(=O)OCC)C(c1ccccc1)N1CCN(c2ccccc2)CC1 (configuration not stated)	2	2	3	-4	1	-0.2	9
C=CCN=C(NC#N)SCC(=O)c1cccc(OC)c1	0	0	x	-4	112*	x	3
CCc1nnc(NC(=O)C2CSC3(C)CCC(=O)N23)s1 (configuration not stated)	4	-1	-4	-4	1	-0.7	-3
O=C(NCCN1C(=O)S/C(=C\c2cccnc2)C1=O)c1ccc([N+](=O)[O-])s1	-2	-2	-6	6	8	-0.3	1
O=C1CCCN1S(=O)(=O)c1ccccc1	-4	0	x	2	x	x	-2
Cc1noc(C)c1S(=O)(=O)N(C)C[C@H]1Oc2ccc(NC(=O)Nc3ccc4c(c3)OCO4)cc2CC(=O)N([C@H](C)CO)C[C@H]1C	0	1	-1	-2	-10	13	8
CC(C)COP(=O)(c1ccc(N(C)C)cc1)C(O)c1ccccc1 (configuration not stated)	1	0	x	-5	x	-0.2	-1
COc1ccc(C(=O)Nc2ccc(N3CCN(C)CC3)cc2)cc1	-7	-7	-2	-1	7	0.2	2
C[C@H](CO)N1C[C@H](C)[C@@H](CN(C)C(=O)c2cccc(F)c2)Oc2ncc(C#CCN(C)C)cc2C1=O	1	-1	1	9	-24	0.8	-3
COc1ccc(S(=O)(=O)N2CCC3(CC2)CN(C(=O)c2cccnc2)[C@@H](CO)c2c3c3ccc(OC)cc3n2C)cc1	-11	21*	x	7	x	-0.5	-4
Fc1ccc(N2CCN(c3nnnn3-c3ccccc3)CC2)cc1	-1	-16	2	-6	35	0.0	0
CCOc1ccc(NC(=O)c2cc(=O)[nH]c3ccccc23)cc1	-1	-2	-6	-3	0	x	-1
C[C@@H]1CN([C@@H](C)CO)C(=O)c2cc(C#CCc3ccccc3)cnc2O[C@@H]1CN(C)C(=O)C1CCCCC1	-2	12	-2	6	-5	-0.4	-13
CSc1ncccc1C(=O)OCC(=O)NC(C)C	7	3	0	4	7	x	0
Cc1ccccc1C(=O)N(Cc1cccs1)C1CCS(=O)(=O)C1 (configuration not stated)	-2	x	1	-4	x	0.8	2
O=C(N/N=C/C(Br)=C/c1ccccc1)NC1CCCCC1	2	-1	x	-3	x	-0.2	-2
O=C1CCN(S(=O)(=O)c2ccc(Br)cc2)CCN1	-5	1	x	4	-2	x	0
Nc1ccc(Sc2nc3ccccc3[nH]2)cc1	-8	-6	x	-5	x	0.4	13
C[C@H]1CN([C@@H](C)CO)C(=O)c2cc(NC(=O)Cc3ccccc3)ccc2O[C@@H]1CN(C)C(=O)Nc1cccc2ccccc12	-1	1	0	4	-5	2.8	14
O=C(O)c1c(Cl)c(Cl)c(Cl)c(Cl)c1C(=O)N1CCCC1	x	x	1	x	-9	-0.2	x
CSc1ccc(S(=O)(=O)N2CCC(C(=O)NCc3cccnc3)CC2)cc1	3	-2	-2	-7	1	x	-9
CC(C)c1cccc(C(C)C)c1OCCCCCN1CCOCC1	-2	-8	1	19	x	0.1	-2

Another view of four compounds above.
Order of results: ERp5 block	SIRT5 inh	PglD DTNB	DENV2 CPE	C2C12 statin	E-sel inducer	S100A4 MyoIIA
O=C(O)c1c(Cl)c(Cl)c(Cl)c(Cl)c1C(=O)N1CCCC1
  x	x	1	x	-9	-0.2	x
C[C@H](CO)N1C[C@H](C)[C@@H](CN(C)C(=O)c2cccc(F)c2)Oc2ncc(C#CCN(C)C)cc2C1=O
  1	-1	1	9	-24	0.8	-3
CSc1ccc(S(=O)(=O)N2CCC(C(=O)NCc3cccnc3)CC2)cc1
  3	-2	-2	-7	1	x	-9
CC(C)c1cccc(C(C)C)c1OCCCCCN1CCOCC1
  -2	-8	1	19	x	0.1	-2

Carrying on.
SMILES	ERp5 block	SIRT5 inh	PglD DTNB	DENV2 CPE	C2C12 statin	E-sel inducer	S100A4 MyoIIA
C[C@H]1CCCCO[C@@H](CN(C)Cc2ccncc2)[C@@H](C)CN([C@@H](C)CO)C(=O)c2cc(N(C)C)ccc2O1	-1	9	2	u	-20	0.0	7
Cc1ccc(Nc2nc(NCC3CCCO3)nc(N)c2[N+](=O)[O-])cc1C (configuration not stated)	2	-3	-2	u	8	x	2
CC(C)NC(=O)Nc1ccc2c(c1)C(=O)N([C@@H](C)CO)C[C@H](C)[C@@H](CN(C)C(=O)Nc1ccc(F)cc1)OCCCC[C@@H](C)O2	0	-6	1	4	x	x	1
O=C1[C@H]2[C@@H](c3ccc(Cl)cc3)N3C(=O)N(c4cccc(Br)c4)C(=O)[C@@]3(Cc3ccc(Cl)cc3)[C@H]2C(=O)N1C1CCCCC1	3	x	-4	7	14	x	-2
Cc1ccsc1CNC12CC3CC(CC(C3)C1)C2	-1	-3	x	2	x	4.2	5
Cc1c(Cl)cccc1-n1c(-c2cccnc2)n[nH]c1=S	2	-3	x	1	x	x	3
O=C(O)C12CC3CC(C1)CC(n1ncc(NCc4ccco4)c(Cl)c1=O)(C3)C2	7	-1	x	3	x	-0.2	3
COc1cc(/C=C(\C#N)c2ccccn2)ccc1OCc1ccccc1Cl	1	-3	5	-9	x	x	9
N=C1SCC(=O)N1c1ccccc1Cl	1	-4	2	0	2	2.7	-8
COc1ccc(OC)c(CN2CCN(C(=O)c3cccc(S(=O)(=O)Nc4ccc(C)cc4)c3)CC2)c1	1	-1	-2	-9	2	x	-4
COc1ccc(-c2ccccc2[C@@H]2[C@@H](CO)N(C(=O)NC(C)C)[C@H]2C#N)cc1	2	-1	x	10	x	0.0	6
CC1(C)Oc2ccc3ccc(=O)oc3c2[C@@H](O)[C@@H]1O	6	x	11	x	1	-0.6	-3
O=c1c2c3c(sc2nc2n1CCC2)CCCC3	3	-2	-3	2	27	4.3	0
